From PubChem BioAssay
USP2a inh = qHTS Assay for Inhibitors of Ubiquitin-specific Protease USP2a Using CHOP2 as the Reporter | Ubiquitin carboxyl-terminal hydrolase 2 (Homo sapiens), O75604 | USP2 core, Ub-CHOP2 coupled fluorogenic reporter, 485/531 | Potency, µM (doses to about 38.3 µM), inactives show at the highest dose activity change, negative = inhibition, actives largely listed as inhibitors | 330,000 tested, 0.01% active | AID 463254, 2010;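 also: potency is read from the fitted curve at half-maximal effect; plate controls were DMSO wells for no effect and full inhibition by NEM control for full effect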
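Deubiquitinase activity read as fluorescence (485/531 nm) after Ub-CHOP2 cleavage activates the enterokinase reporter on its substrate; USP2 core 10nM, Ub-CHOP2 and substrate 25nM each, 30min compound preincubation then 60min RT; data normalized to NEM, curves fitted.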
hERG WT inh = qHTS for Inhibitors of KCHN2 3.1: Wildtype qHTS. Voltage-gated inwardly rectifying potassium channel KCNH2 (Homo sapiens), Q12809. U2OS, BacMam KCNH2, thallium flux FluxOr; active compounds read low. activity change, % at 1.84 µM. 340,000 tested, 0.37% active. AID 720551, 2013;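 active = maximum activity change below -70%; inconclusive = maximum activity change between -70% and -50%; inactive = maximum activity change above -50%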; also: % is scaled to controls: 0 for no effect and ±100 for the full control effect
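U2OS cells transduced with wild-type KCNH2 virus are loaded with FluxOr dye for 45 min, and thallium flux is measured in kinetic reads before and after stimulation buffer. Rate constants are normalized to DMSO controls.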
TSHR antag = Antagonists of the Thyroid Stimulating Hormone Receptor: HTS campaign; Thyrotropin receptor (Homo sapiens), P16473; 330,000 tested, 0.2% active; activity change, negative = inhibition, % at 11.5 µM; TSHR-expressing cells, TSH-stimulated cAMP HTRF, 2 h; active compounds read low; AID 504810, 2011;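 active = activity change below a set negative limit, meaning inhibition stronger than a set level, cut at about -70% in these data; inconclusive = activity change between two set negative limits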; also: % is scaled to controls: 0 for no effect and ±100 for the full control effect
Target sequence (P16473 whole entry, looked up): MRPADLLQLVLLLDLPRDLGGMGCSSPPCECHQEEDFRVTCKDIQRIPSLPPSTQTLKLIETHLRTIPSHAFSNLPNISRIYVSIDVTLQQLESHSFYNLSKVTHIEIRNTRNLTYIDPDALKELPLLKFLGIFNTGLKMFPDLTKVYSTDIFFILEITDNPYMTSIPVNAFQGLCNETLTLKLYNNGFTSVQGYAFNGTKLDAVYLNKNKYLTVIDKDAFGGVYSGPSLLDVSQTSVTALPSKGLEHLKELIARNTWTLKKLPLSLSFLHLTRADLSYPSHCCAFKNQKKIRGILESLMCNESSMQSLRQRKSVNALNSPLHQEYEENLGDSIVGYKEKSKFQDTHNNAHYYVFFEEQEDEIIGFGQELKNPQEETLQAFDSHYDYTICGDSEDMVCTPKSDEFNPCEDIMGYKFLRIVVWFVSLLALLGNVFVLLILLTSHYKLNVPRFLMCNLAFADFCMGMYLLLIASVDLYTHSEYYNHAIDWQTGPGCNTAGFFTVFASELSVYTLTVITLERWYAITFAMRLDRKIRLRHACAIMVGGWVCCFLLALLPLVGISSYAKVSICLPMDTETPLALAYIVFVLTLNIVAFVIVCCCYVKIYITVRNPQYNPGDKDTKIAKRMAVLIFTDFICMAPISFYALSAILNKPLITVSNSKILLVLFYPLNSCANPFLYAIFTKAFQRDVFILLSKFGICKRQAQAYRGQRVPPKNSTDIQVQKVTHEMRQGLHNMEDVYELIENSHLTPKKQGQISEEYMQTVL
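Competitive HTRF cAMP read-out (cryptate anti-cAMP antibody, cAMP-d2; 30 min, room temperature) in freshly harvested TSHR cells. Compounds added before TSH at EC80 (4nM final), followed by 2 hours' incubation at 37 deg C.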
TCR act = Activators of T cell receptors: qHTS campaign; primary human leukocytes, anti-CD3, IL-2 HTRF, 48 h; AID 504894, 2011; Potency, µM (top dose mostly 9.22 µM), for inactives: at the highest dose activation of IL-2 secretion, most hits filed as activators; 330,000 tested, under 10 active; also: % of control where 0% means no effect
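TCR engagement came from a-CD3 beads alone, with compounds added to primary human leukocytes for 48 hr. Secreted IL-2 bridged europium cryptate- and d2-labelled anti-IL-2 antibodies, giving FRET emission at 665nm after 320nm excitation.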
Mito fusion act = qHTS Assay for Small Molecule Inhibitors of Mitochondrial Division or Activators of Mitochondrial Fusion; 320,000 tested, 0.23% active; S. cerevisiae fusion-defective mutant growth rescue, CellTiterGlo 48 h; Potency, µM (top dose mostly 46.1 µM), for inactives: top-dose growth rescue (activation), actives largely listed as activators; AID 485298, 2010;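 also: potency is read from the fitted curve at half-maximal effect; % of control where 0% means no effect; nearly all actives have a fitted effect of over 45% in size; temperature-sensitive fusion mutants such as fzo1-1 at 37 °C on non-fermentable ethanol glycerol medium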
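Luminescent cell viability in 1536-well qHTS format served as the measure of rescued growth in ts fusion-mutant S. cerevisiae cultured on non-fermentable YPEG for 48 hours at 37C.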
KCNH2 3.1 inh = qHTS for Inhibitors of KCHN2 3.1: Mutant qHTS. Potassium voltage-gated channel subfamily H member 2, brain isoform KCNH2 3.1 (human). U2OS KCNH2 3.1, thallium flux FluxOr; active compounds read low. activity change, % (tested at about 1.8 µM). 340,000 tested, 0.95% active. AID 720553, 2013;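 active = maximum activity change below -70%; inconclusive = maximum activity change from -70% to -50%; inactive = maximum activity change above -50%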;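 also: thallium influx rate constant from kinetic fluorescence after stimulation buffer; % is scaled to controls: 0 for no effect and ±100 for the full control effect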
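U2OS cells transduced with KCNH2 3.1 mutant virus (1.77 x 10^8 /mL, 4 h), plated overnight at 37 C, loaded 45 min with FluxOr dye plus Red40 quencher. Thallium flux rate constant from kinetic reads after stimulation buffer, normalised to controls.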
A-T KAP1 phos = qHTS Assay for Identifying a Potential Treatment of Ataxia-Telangiectasia | 320,000 tested, 0.19% active | […] A-T fibroblasts, KAP-1 phosphorylation AlphaLISA; neocarzinostatin DNA damage 30 min before lysis | Potency, µM (highest dose often 57.5 µM), for the others: at the top dose activation, actives largely listed as activators | AID 485349, 2010; also: potency is read from the fitted curve at half-maximal effect; % of control where 0% means no effect; nearly all actives have a fitted effect of over 45% in size
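hTERT-immortalized A-T patient fibroblasts ([…]), 500 cells/well in OPTI-MEM, 1% FBS, got compounds for 60 min, then NCS for 30 min at 37C. Lysates were then assayed for phospho-KAP-1 by AlphaLISA (anti-pKAP1 donor, anti-KAP1 acceptor beads), 6 hr at 25C.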
Eya2 inh = qHTS Assay for Inhibitors of the Phosphatase Activity of Eya2; recombinant Eya2, OMFP fluorescence dephosphorylation (OMFP is methylfluorescein phosphate); Potency, µM (top dose mostly 76.9 µM), for inactives: top-dose activity, negative = inhibition, usual class: inhibitors; 330,000 tested, 0.006% active; Protein phosphatase EYA2 (Homo sapiens), O00167; also: potency is read from the fitted curve at half-maximal effect; % is scaled to controls: 0 for no effect and ±100 for the full control effect
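Eya2 (0.2 uM) preincubated 10 min at ambient with compound, then OMFP substrate added at 50 uM; 10 min reaction in 50 mM HEPES pH 7.5, 50 mM NaCl, 5 uM MgCl2, 0.05% BSA, 1 mM DTT. Fluorescence read at Ex 485/Em 525 nm.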
TRPV1 agonist = HTS Assay for Compounds that Act as Agonists of the Vanilloid Receptor 1; 320,000 tested, 0.19% active; activation, % at 8.33 µM; Transient receptor potential cation channel subfamily V member 1 (Homo sapiens), Q8NER1; TRPV1-expressing cells, Fluo-8 calcium influx, agonist mode; in the data active = activation above about 80%; inconclusive = between about 30% and that limit; also: 0% is about no effect
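Cells expressing TRPV1 were dye-loaded with Fluo-8 and read kinetically: 10 s baseline, 3 min after compound (agonist portion), then 2 min after EC20 capsaicin (allosteric enhancer portion). Calcium-bound dye fluorescence at 480/520 nm.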
ELG1 DNA repair = qHTS screen for small molecules that inhibit ELG1-dependent DNA repair in human embryonic kidney (HEK293T) cells expressing luciferase-tagged ELG1. HEK293T ELG1-luciferase reporter, luminescence, 16 h; DNA damage induced by 5-fluorouridine. Potency, µM (doses to about 46.1 µM), inactives show at the top dose activity change, negative = inhibition, hits mostly inhibitors. 330,000 tested, 2.3% active. AID 504467, 2011; also: potency is read from the fitted curve at half-maximal effect; % is scaled to controls: 0 for no effect and ±100 for the full control effect; nearly all actives have a fitted effect of over 55% in size
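Overnight (16 hr) co-exposure of 2,000 cells/well to 5-fluorouridine and compound at 37 °C preceded detection. Luciferase was quantified via ONE-Glo luminescence; loss of signal denotes inhibition.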
An asterisk follows results filed as active; ? = inconclusive; . = not tested or not shown; [ ] = dose if it differs, or a comment. Unless noted, calls follow the shape of the dose curve; as a rule, active = well fitted curve in the direction sought with a large enough effect; inconclusive = small, poorly fitted or top-dose-only effect, or another doubt; inactive = no such curve, though single readings can be large; an effect the other way counts as inactive or inconclusive. Not all compounds are listed. The share of hits here may be higher or lower than overall.

Order of results – USP2a inh, hERG WT inh, TSHR antag, TCR act, Mito fusion act, KCNH2 3.1 inh, A-T KAP1 phos, Eya2 inh, TRPV1 agonist, ELG1 DNA repair
Cc1ccc(C(C(=O)NCc2ccccc2)N(C(=O)c2csnn2)c2cccc3ccccc23)o1 (stereo not drawn)
→ ., -3.8, ., ., 8.5%, -15.0, ., ., 6.6, .
COCCNC(=O)C(c1ccc(O)cc1)N(Cc1cccs1)C(=O)CCC(=O)Nc1ccccn1 (stereo not drawn)
→ 2.5%, -3.4, 2.3, 4.4%, -3.4%, 0.5, -4.5%, 0.5%, 6.5, 6.8%
COC(/C=C/Nc1ccc(C)cc1)=C(C#N)C#N
→ 0.3%, 0.2, -15.3, -1.7%, -1.1%, 9.2, -6.1%, 3.1%, 1.9, ?
CCOC(=O)N1CCC(n2c(SCC(=O)c3ccccc3)nc3ccsc3c2=O)CC1
→ 2.2%, 2.4, -1.4, -3.3%, 1.6%, 4.7, -5.7%, 11.6%, -3.9, ?
Cc1cc(N2C(=O)C(O)=C(C(=O)c3cc4ccccc4o3)C2c2ccc([N+](=O)[O-])cc2)no1 (stereo not drawn)
→ -1.5%, -7.1, -26.4, -5.8%, 3.3%, 11.5, -18.5%, 2.4%, 6.8, 2.5%
CSc1ccc(S(=O)(=O)N2CC(=O)Nc3ccccc32)cc1
→ -2.7%, 3.7, -7.0, 1.9%, 6.0%, 9.0, -6.4%, -3.6%, 1.8, 0.2%
O=C(N/N=C/C=C\c1ccco1)c1cccs1
→ -6.6%, -9.1, 5.0, 3.8%, -1.2%, 18.0, 3.1%, -1.8%, 10.3, ?
COc1ccccc1N1CCN(S(=O)(=O)c2cn(C)c(=O)n(C)c2=O)CC1
→ 0.7%, -9.4, 7.9, 5.7%, -7.2%, 0.8, -6.6%, 20.6%, 2.3, 13.8%
C/C=C(/C)C(=O)Nc1cccc(C2=NOC3(C2)C[C@@H](C(N)=O)N(C(=O)CCCCC)C3)c1 (stereo partly drawn)
→ 8.6%, -34.3, -7.6, -0.7%, 1.8%, 8.6, -9.7%, -13.4%, 0.9, 13.0%
Cc1ccc(C(=O)CSc2nnc(-c3ccccc3N)n2C)cc1
→ 0.9%, -10.2, -0.6, -10.5%, -2.7%, -1.2, 1.4%, -10.2%, 0.2, 17.8%
COCCSc1ccccc1C(=O)Nc1ccccc1C(C)C
→ 2.1%, -10.8, 4.7, -3.3%, 14.8%, -2.6, -2.5%, 8.7%, 1.9, 1.6%
COc1cc(C(=O)Oc2ccccc2/C=N/NC(=O)c2ccc(Cl)cc2)cc(OC)c1OC
→ -8.2%, -2.0, -2.6, 2.6%[46.1 µM], -7.5%, 8.8, 5.5%, -0.8%, 2.0, 5.9%
CCC(=O)NC(Nc1cc(C)ccn1)(C(F)(F)F)C(F)(F)F
→ 2.3%, 2.6, 6.4, ., -1.1%, 2.4, ., -27.3%, -10.2, ?
CCOC(=O)N1CCC(c2cc(=O)n3[nH]c(-c4ccccc4)cc3n2)CC1
→ 2.9%, -11.2, -7.8, -6.1%, -2.8%, -4.9, 5.9%, 7.3%, -2.8, 5.4%
O=C(Nc1ccc2nn(-c3ccc(F)cc3)nc2c1)c1cccnc1
→ 1.3%, 1.6, -0.2, 10.4%, 25.7%, 5.7, 6.7%, -7.3%, 0.8, 14.2%
Cc1ccccc1NC(=S)NC1CC2CCC(C1)N2Cc1ccco1 (stereo not drawn)
→ 5.0%, -4.5, 5.6, 0.7%, -2.7%, -4.5, -0.8%, -3.2%, -1.0, 6.9%
O=C(NC(=S)Nc1ccccc1)c1cncc(C#Cc2ccccc2)c1
→ -6.4%, -1.9, 0.3, -148.7%, -2.9%, -10.7, 7.8%, 2.1%, 11.5, 15.6%
CCCCNC(=O)CSc1nc(O)cc(=O)n1C1CCCC1
→ 2.4%, 10.2, -11.5, 4.6%, 3.5%, -2.3, -6.4%, 2.5%, 1.1, -6.9%
Cc1ccccc1Cn1nnc(-c2ccc(C(=O)O)cc2)n1
→ 0.4%, -2.6, -10.0, -4.2%, 2.9%, 3.2, ., -11.3%, 1.1, .
CC(C)(C)OC(=O)N1CCC[C@H]1C(=O)Nc1ccc(S(=O)(=O)C(F)F)cc1
→ -0.3%, 11.7, 0.8, -0.9%, 7.9%, 11.6, 5.2%, -1.4%, 5.0, 3.6%
Cc1c(C(=O)NCCS(=O)(=O)N2CCN(c3ccccc3F)CC2)cccc1[N+](=O)[O-]
→ 1.2%, 6.8, 7.1, 2.2%, -7.3%, -18.7, 2.4%, 10.6%, 3.9, 14.6µM*
CC(C)c1ccc(C2C(C(=O)c3ccco3)=C(O)C(=O)N2CC2CCCO2)cc1 (stereo not drawn)
→ 2.1%, 3.6, -8.3, -7.2%, 5.2%, 1.9, 1.6%, -8.1%, -0.2, 4.6%
Cc1nc2ccccc2c2oc(C(=O)NCCCN3CCC(C)CC3)cc12
→ 1.8%, 6.9, 0.7, -4.2%, 3.6%, -3.5, 5.9%, 20.8%, ., 5.1%
CC1(c2ccc(OC(F)F)cc2)NC(=O)N(CC(=O)N2CCN(C(=O)c3ccco3)CC2)C1=O (stereo not drawn)
→ 0.6%, -4.9, -11.8, -1.8%, -0.3%, -5.7, -13.6%, 0.1%, 0.3, 15.5%
O=[N+]([O-])c1cc(-c2ccc(/C=N/c3nc4ccccn4c3-c3ccco3)o2)ccc1Cl
→ -0.7%, -0.7, 0.7, 3.3%, -0.4%, 8.3, -7.8%, -27.6%, 3.1, ?
CCCCC1=CC2=CC(=O)C(C)(OC(=O)CC)C(=O)C2=CN1C1CCCCC1 (stereo not drawn)
→ 6.0%, ., -2.5, 3.1%, -11.9%, ., -19.4%, 0.7%, 0.8, -0.1%
CCC1C(=O)NCCN1C(=O)c1ccccc1OC1CCN(S(C)(=O)=O)CC1 (stereo not drawn)
→ 0.7%, 1.8, -31.5, 0.4%, 11.8%, -3.0, 5.9%, 0.2%, 0.4, -9.1%
Cn1c(SCC(=O)NCCc2ccccc2)nnc1-c1ccncc1
→ 0.0%, 7.8, -13.2, ., -1.1%, -2.3, -4.1%, 5.9%, 0.6, 1.8%
CCN(Cc1cc2ccc(C)cc2[nH]c1=O)C(=O)c1cccnc1
→ 0.7%, ., -10.9, ., 2.3%, ., 4.3%, 5.4%, -0.3, -1.1%
Cc1cccc(C)c1OCC(=O)N/N=C/c1ccc2c(c1)OCO2
→ -0.7%, 6.1, -7.1, 9.0%, -1.2%, -0.6, -3.1%, 15.4%, 3.3, -3.5%
C=C1CCN([C@H](C(=O)OCc2ccc(C)cc2)C(C)C)S(=O)(=O)c2ccccc21
→ -2.2%, -3.2, -15.3, 2.8%, -66.1%[inhibitor], -10.1, 39.8µM*, -8.0%, 20.5, 0.0%
O=C(c1ccc([N+](=O)[O-])cc1)N1CCOC12CCN(c1ncc(C(F)(F)F)cc1Cl)CC2
→ ., 8.3, ., -1.1%, 8.4%, -32.4, ., ., -3.2, .
CCn1nnc(NC(=O)c2cccnc2)n1
→ 0.1%, -5.0, 15.3, 0.7%, -0.6%, -1.7, 4.1%, 3.2%, -2.3, 21.5%
O=C(CSc1ncnc2c1oc1ccccc12)OCc1ccccc1
→ 4.1%, 1.2, -17.0, 2.8%, 7.2%, 3.2, -4.5%, -5.8%, 26.2, -4.0%
COCc1ccc(-c2ccc3c(c2)c(C#Cc2ccsc2)c(-c2cc(OC)cc(OC)c2)n3C)cc1
→ -0.4%, -3.7, 14.7, -1.5%, -8.4%, -9.3, 33.5%, 1.0%, 2.1, 11.2%
CC1Nc2ccccc2C(=O)N1NC(=O)c1ccc(Br)cc1 (stereo not drawn)
→ -2.0%, -4.3, 9.4, 7.2%, -2.6%, 22.7, 2.7%, -1.7%, -5.4, ?
